High-throughput results as filed in PubChem BioAssay.
Mtb BioA inh – blocks M. tuberculosis BioA enzyme activity | purified M. tuberculosis BioA enzyme, plate reader | inhibition, % at 9.99 µM | actives 0.096% (n = 360,000) | AID 602481; in the data active means inhibition above about 40%
The depositor's hits bear a star. Only part of the results is shown. The share of hits here may be higher or lower than overall.

SMILES,Mtb BioA inh
C[C@H](CO)N1C[C@H](C)[C@H](CN(C)C(=O)C2CC2)Oc2cc(C3=CCCCC3)ccc2S1(=O)=O,2.7
CCCNC(=O)N(C)C[C@H]1Oc2ncc(C#CC3CCCCC3)cc2C(=O)N([C@H](C)CO)C[C@@H]1C,-0.1
C[C@@H]1CN([C@H](C)CO)C(=O)c2cc(-c3cncnc3)cnc2O[C@@H]1CN(C)Cc1cncnc1,-3.2
C[C@H](CO)N1C[C@H](C)[C@@H](CN(C)CC2CC2)OCCCC[C@H](C)Oc2ccc(NS(=O)(=O)c3ccc(F)cc3)cc2C1=O,-2.0
COc1cccc(-c2ccc3c(c2)O[C@@H](CN(C)Cc2cccnc2)[C@H](C)CN([C@@H](C)CO)S3(=O)=O)c1,-1.2
O=C(c1ccncc1)N1CCCCN2[C@H](C1)[C@@H](c1ccc(-c3ccccc3)cc1)[C@@H]2CO,-2.7
Cc1ccc(S(=O)(=O)N(C)C[C@H]2Oc3ccc(NS(=O)(=O)c4cccs4)cc3C(=O)N([C@@H](C)CO)C[C@H]2C)cc1,-0.4
COc1ccc(CNC(=O)C[C@H]2C[C@@H]3c4cc(NS(=O)(=O)c5ccc(F)cc5)ccc4O[C@@H]3[C@@H](CO)O2)cc1,-1.8
C[C@@H]1CCCCO[C@H](CN(C)C(=O)Nc2ccc(F)cc2)[C@H](C)CN([C@H](C)CO)C(=O)c2cc(N(C)C)ccc2O1,-0.2
CNC(=O)C[C@@H]1CC[C@H]2[C@@H](COC[C@H](O)CN2Cc2ccc(C(F)(F)F)cc2)O1,7.4
CCCNC(=O)N1[C@H](CO)[C@@H]2c3ccccc3N(C(=O)c3cccnc3)C[C@@H]21,-3.8
COc1ccc(NC(=O)N(C)C[C@@H]2Oc3ccc(NC(=O)Nc4ccccc4)cc3C(=O)N([C@@H](C)CO)C[C@@H]2C)cc1,-0.9

2 entries picked at random from the list so far, as already listed:
SMILES,Mtb BioA inh
O=C(c1ccncc1)N1CCCCN2[C@H](C1)[C@@H](c1ccc(-c3ccccc3)cc1)[C@@H]2CO,-2.7
C[C@H](CO)N1C[C@H](C)[C@@H](CN(C)CC2CC2)OCCCC[C@H](C)Oc2ccc(NS(=O)(=O)c3ccc(F)cc3)cc2C1=O,-2.0

Other compounds follow.
SMILES,Mtb BioA inh
C[C@@H]1CN([C@H](C)CO)C(=O)c2cc(NC(=O)Nc3ccc(F)cc3)ccc2O[C@@H]1CN(C)Cc1ccc(Cl)c(Cl)c1,-0.9
O=C(C[C@@H]1CC[C@@H]2[C@H](COC[C@H](O)CN2C(=O)c2ccncc2)O1)NCc1cccc(F)c1,-2.2
C[C@H]1CN([C@@H](C)CO)C(=O)c2cc(C3=CCCC3)cnc2O[C@H]1CN(C)Cc1cccnc1,6.4
CCCC#Cc1ccc([C@H]2[C@@H](C#N)N(S(C)(=O)=O)[C@H]2CO)cc1,0.3
Cc1ccccc1-c1ccc2c(c1)O[C@H](CN(C)Cc1ccncc1)[C@H](C)CN([C@H](C)CO)S2(=O)=O,-4.0
CCC(=O)N1[C@H](C(=O)NCc2ccccc2F)[C@@H](CO)[C@@H]2Cn3c(cccc3=O)[C@@H]21,-2.2
Cc1ccc(S(=O)(=O)N(C)C[C@H]2Oc3ccc(NS(C)(=O)=O)cc3C(=O)N([C@H](C)CO)C[C@@H]2C)cc1,-1.6
CC(C)NC(=O)N[C@@H]1C=C[C@H](CC(=O)NCCCN(C)C)O[C@H]1CO,1.6
C[C@@H]1CN([C@@H](C)CO)C(=O)c2cccc(NS(=O)(=O)c3ccccc3)c2O[C@@H]1CN(C)S(=O)(=O)c1ccccc1,2.6
C[C@@H]1CN([C@H](C)CO)C(=O)c2cc(NS(=O)(=O)c3ccc(Cl)cc3)ccc2O[C@@H]1CN(C)Cc1ccccc1,0.1
CC(C)NC(=O)NCC[C@H]1CC[C@H](NS(=O)(=O)c2ccc(Oc3ccccc3)cc2)[C@H](CO)O1,0.0
CC(C)NC(=O)Nc1ccc2c(c1)C(=O)N([C@H](C)CO)C[C@@H](C)[C@@H](CN(C)Cc1ccc(C(=O)O)cc1)OCCCC[C@H](C)O2,-1.3
CCNC(=O)C[C@@H]1CC[C@@H]2[C@@H](COc3ccc(NC(=O)Nc4cccc(F)c4)cc3C(=O)N2C)O1,28.6
COCC(=O)Nc1ccc2c(c1)OC[C@H](C)N(Cc1ccccc1F)C[C@@H](C)[C@@H](OC)CN(C)C2=O,3.4
COCc1cn(CC[C@H]2CC[C@@H](NC(=O)Nc3ccc4c(c3)OCO4)[C@H](CO)O2)nn1,-1.1
C[C@H](CO)N1C[C@H](C)[C@@H](CN(C)S(=O)(=O)c2ccc(Cl)cc2)Oc2ccc(NC(=O)CCC(F)(F)F)cc2C1=O,0.6
O=C(Nc1cc(F)ccc1F)N1C[C@H]2[C@@H](c3ccccc31)[C@H](CO)N2Cc1ccncc1,-2.8
O=C(C[C@H]1C[C@@H]2c3cc(NC(=O)Nc4ccccc4F)ccc3O[C@@H]2[C@@H](CO)O1)NCc1cc(F)ccc1F,-0.2
O=C(C[C@H]1CC[C@H]2[C@@H](COC[C@H](O)CN2Cc2ccccc2F)O1)N[C@H]1CCN(Cc2ccccc2)C1,8.2
CNC(=O)C[C@@H]1CC[C@@H]2[C@H](COC[C@H](O)CN2S(=O)(=O)c2ccc(Oc3ccccc3)cc2)O1,0.5
COc1ccccc1NC(=O)N[C@@H]1CC[C@H](CCn2cc(-c3cccnc3)nn2)O[C@H]1CO,56.7*
Cc1ccccc1-c1cnc2c(c1)C(=O)N([C@H](C)CO)C[C@@H](C)[C@@H](CN(C)C(=O)CN(C)C)O2,-3.1
CCNC(=O)[C@H]1[C@H](CO)[C@H]2Cn3c(ccc(-c4cccc(OC)c4)c3=O)[C@H]2N1Cc1nccs1,2.4
CN(C)C(=O)C[C@H]1CC[C@H](NC(=O)c2ccc(F)cc2)[C@H](CO)O1,1.6
CCCNC(=O)N(C)C[C@@H]1Oc2ncc(-c3ccccc3F)cc2C(=O)N([C@H](C)CO)C[C@H]1C,0.0
C[C@@H]1CN([C@@H](C)CO)S(=O)(=O)c2ccc(-c3ccncc3)cc2O[C@@H]1CN(C)S(=O)(=O)c1ccccc1F,0.5
O=C(Nc1ccc2c(c1)OCO2)N[C@@H]1CC[C@H](CCNC(=O)C2CCOCC2)O[C@@H]1CO,-1.4
CC(C)C#Cc1cnc2c(c1)C(=O)N([C@@H](C)CO)C[C@H](C)[C@H](CN(C)C(=O)c1ccccc1)O2,-0.7
C[C@H]1CN([C@@H](C)CO)S(=O)(=O)c2ccc(C#CC3CC3)cc2O[C@@H]1CN(C)C(=O)C1CC1,2.4
NC(=O)[C@@H]1[C@H]2C(=O)O[C@H](c3ccccc3)[C@H](c3ccccc3)N2[C@H](c2ccccc2OCCO)[C@@]12C(=O)Nc1ccccc12,0.4
C[C@@H]1CN([C@H](C)CO)C(=O)c2cccc(NS(=O)(=O)c3ccc(F)cc3)c2O[C@H]1CN(C)Cc1ccc(-c2ccccc2)cc1,-0.2
O=C(Nc1ccc2c(c1)[C@H]1C[C@H](CC(=O)N3CCc4ccccc4C3)O[C@H](CO)[C@H]1O2)c1cccnc1,35.8
C[C@@H]1CN([C@H](C)CO)C(=O)c2cccc(NS(=O)(=O)c3ccc(F)cc3)c2O[C@@H]1CN(C)S(C)(=O)=O,-0.9
Cc1ccc(S(=O)(=O)N(C)C[C@@H]2OCCCC[C@H](C)Oc3ccc(NC(=O)Nc4ccc(F)cc4)cc3C(=O)N([C@@H](C)CO)C[C@@H]2C)cc1,-3.4
O=C(C[C@H]1C[C@H]2c3cc(NC(=O)CC4CC4)ccc3O[C@H]2[C@@H](CO)O1)NCc1ccccc1,-1.3
CCNC(=O)C[C@@H]1CC[C@@H]2[C@H](COC[C@@H](O)CN2C(=O)c2ccccn2)O1,-2.0
C[C@@H]1CN([C@@H](C)CO)C(=O)c2cc(NC(=O)NC3CCCCC3)ccc2O[C@@H](C)CCCCO[C@H]1CN(C)S(=O)(=O)c1ccc(F)cc1,0.1
CCCNC(=O)N[C@@H]1CC[C@@H](CC(=O)N2CCN(C)CC2)O[C@@H]1CO,-0.8
COC(=O)C[C@H]1CC[C@@H]2[C@H](COc3ccc(NC(=O)Nc4cc(C)cc(C)c4)cc3C(=O)N2C)O1,0.1
C[C@H](CO)N1C[C@H](C)[C@H](CN(C)S(C)(=O)=O)OCCCC[C@H](C)Oc2ccc(NS(=O)(=O)c3ccccc3)cc2C1=O,-0.7
COCC(=O)Nc1ccc2c(c1)C(=O)N(C)C[C@H](OC)[C@@H](C)CN(C(=O)COC)[C@H](C)CO2,-2.1
O=C(C[C@H]1C=C[C@@H](NC(=O)c2cnccn2)[C@H](CO)O1)NCc1ccccc1F,6.6
CO[C@H]1CN(C)C(=O)c2cc(NC(=O)Nc3cccc(F)c3)ccc2OC[C@H](C)N(C(=O)Nc2c(C)noc2C)C[C@H]1C,-4.3
Cc1noc(C)c1S(=O)(=O)Nc1ccc2c(c1)C(=O)N([C@H](C)CO)C[C@@H](C)[C@H](CN(C)Cc1ccc(C(=O)O)cc1)O2,-0.6
C[C@H](CO)N1C[C@H](C)[C@@H](CN(C)C(=O)CC2CC2)Oc2cc(C#CCC3CCCC3)ccc2S1(=O)=O,-1.6
CNC[C@@H]1OCCCC[C@H](C)Oc2ccc(NS(C)(=O)=O)cc2C(=O)N([C@@H](C)CO)C[C@@H]1C,-2.1
C[C@@H]1CN([C@@H](C)CO)C(=O)Cc2cc(NC(=O)Nc3ccc4c(c3)OCO4)ccc2O[C@@H]1CN(C)C,-4.7
C[C@H]1CN([C@@H](C)CO)C(=O)c2cc(-c3cccnc3)cnc2O[C@@H]1CN(C)C(=O)Nc1ccc2c(c1)OCO2,6.5

An excerpt of these results, field by field.
> CCCNC(=O)N[C@@H]1CC[C@@H](CC(=O)N2CCN(C)CC2)O[C@@H]1CO
  Mtb BioA inh: -0.8

> COCC(=O)Nc1ccc2c(c1)C(=O)N(C)C[C@H](OC)[C@@H](C)CN(C(=O)COC)[C@H](C)CO2
  Mtb BioA inh: -2.1

> C[C@@H]1CN([C@@H](C)CO)C(=O)Cc2cc(NC(=O)Nc3ccc4c(c3)OCO4)ccc2O[C@@H]1CN(C)C
  Mtb BioA inh: -4.7

> COC(=O)C[C@H]1CC[C@@H]2[C@H](COc3ccc(NC(=O)Nc4cc(C)cc(C)c4)cc3C(=O)N2C)O1
  Mtb BioA inh: 0.1

Going on with the list:
SMILES,Mtb BioA inh
C[C@@H]1CN([C@H](C)CO)C(=O)c2cc(-c3cccnc3)cnc2O[C@H]1CN(C)C(=O)Nc1ccc(C(F)(F)F)cc1,2.3
O=C(C[C@H]1CC[C@@H]2[C@H](COC[C@@H](O)CN2S(=O)(=O)c2ccc(F)cc2)O1)NCC1CCCCC1,0.3
Cc1ccc(S(=O)(=O)N[C@H]2C=C[C@H](CC(=O)NCc3ccc(Cl)c(Cl)c3)O[C@@H]2CO)cc1,-2.3
COc1ccc(-c2cccc(-c3nc(C(=O)N(C)C)cc4c3[C@H](CCO)N([S@@](=O)C(C)(C)C)C4)c2)cc1,-1.4
Cc1noc(C)c1NC(=O)Nc1ccc2c(c1)C(=O)N([C@H](C)CO)C[C@H](C)[C@H](CN(C)S(=O)(=O)c1ccc(Cl)cc1)O2,1.9
C[C@H]1CN([C@@H](C)CO)C(=O)c2cccc(NS(=O)(=O)c3ccccc3)c2O[C@H]1CN(C)C(=O)Nc1ccc2c(c1)OCO2,-2.2
CN(C)C(=O)C[C@@H]1C[C@@H]2c3cc(NC(=O)Nc4ccccc4F)ccc3O[C@@H]2[C@H](CO)O1,2.4
COc1ccccc1-c1cnc2c(c1)C(=O)N([C@H](C)CO)C[C@H](C)[C@H](CN(C)Cc1cccnc1)O2,7.2
O=C(C[C@@H]1CC[C@H]2[C@@H](COC[C@H](O)CN2CC2CCOCC2)O1)NCC1CC1,-0.7
CCCC(=O)Nc1ccc2c(c1)C(=O)N(C)C[C@H](OC)[C@H](C)CN(C(=O)c1cccnc1)[C@@H](C)CO2,0.1
C[C@@H]1CN([C@H](C)CO)C(=O)c2cc(NC(=O)Cc3ccccc3)ccc2O[C@@H](C)CCCCO[C@@H]1CN(C)C,1.5
C[C@@H]1CCCCO[C@@H](CN(C)C(=O)NC2CCCCC2)[C@H](C)CN([C@H](C)CO)C(=O)c2cc(NS(=O)(=O)c3cccs3)ccc2O1,-0.7
C[C@H](CO)N1C[C@H](C)[C@H](CN(C)C(=O)Nc2ccc(F)cc2)Oc2ccc(NC(=O)CCCN(C)C)cc2C1=O,-1.5
C[C@@H]1CN([C@H](C)CO)S(=O)(=O)c2ccc(-c3cncnc3)cc2O[C@@H]1CN(C)C(=O)C1CC1,-2.8
C[C@@H]1CN([C@@H](C)CO)C(=O)c2cc(NC(=O)Nc3ccccc3)ccc2O[C@@H]1CN(C)CC1CC1,-0.6
COc1cccc(-c2ccc3c(c2)O[C@H](CN(C)C(=O)C2CC2)[C@H](C)CN([C@@H](C)CO)S3(=O)=O)c1,0.6
CCCN(C)C[C@H]1Oc2ncc(Br)cc2C(=O)N([C@H](C)CO)C[C@H]1C,-2.4
CC(=O)N1[C@@H](CO)[C@@H]2c3ccccc3N(S(=O)(=O)c3cccc(C)c3)C[C@@H]21,-2.3
C[C@@H]1CN([C@@H](C)CO)S(=O)(=O)c2ccc(-c3cncnc3)cc2O[C@@H]1CN(C)C(=O)C1CCC1,-0.1
O=C(C[C@H]1C=C[C@@H](NC(=O)C2CCC2)[C@@H](CO)O1)NC1CCCCC1,-3.2
CO[C@@H]1CN(C)C(=O)c2ccc(NS(=O)(=O)c3ccc(C)cc3)cc2OC[C@H](C)N(C)C[C@H]1C,0.1
COc1ccc(C#Cc2ccc([C@H]3[C@@H](CO)N4CCCCN(S(=O)(=O)c5cn(C)cn5)C[C@@H]34)cc2)cc1,-2.9
